Source: PubChem (The Scripps Research Institute Molecular Screening Center)
FBW7 activator = FBW7 E3 ligase activators, primary screen, biochemical, AlphaScreen, human | 0.13% of 650,000 active | normalized activity (activation), % at 26.1 µM | AlphaScreen FBW7–phospho-cyclin E peptide binding, activator screen; in the data active = normalized activity above about 1.9%;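 also: purified mutant Fbw7 with reduced substrate affinity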
Target sequence (Q969H0 whole entry, looked up): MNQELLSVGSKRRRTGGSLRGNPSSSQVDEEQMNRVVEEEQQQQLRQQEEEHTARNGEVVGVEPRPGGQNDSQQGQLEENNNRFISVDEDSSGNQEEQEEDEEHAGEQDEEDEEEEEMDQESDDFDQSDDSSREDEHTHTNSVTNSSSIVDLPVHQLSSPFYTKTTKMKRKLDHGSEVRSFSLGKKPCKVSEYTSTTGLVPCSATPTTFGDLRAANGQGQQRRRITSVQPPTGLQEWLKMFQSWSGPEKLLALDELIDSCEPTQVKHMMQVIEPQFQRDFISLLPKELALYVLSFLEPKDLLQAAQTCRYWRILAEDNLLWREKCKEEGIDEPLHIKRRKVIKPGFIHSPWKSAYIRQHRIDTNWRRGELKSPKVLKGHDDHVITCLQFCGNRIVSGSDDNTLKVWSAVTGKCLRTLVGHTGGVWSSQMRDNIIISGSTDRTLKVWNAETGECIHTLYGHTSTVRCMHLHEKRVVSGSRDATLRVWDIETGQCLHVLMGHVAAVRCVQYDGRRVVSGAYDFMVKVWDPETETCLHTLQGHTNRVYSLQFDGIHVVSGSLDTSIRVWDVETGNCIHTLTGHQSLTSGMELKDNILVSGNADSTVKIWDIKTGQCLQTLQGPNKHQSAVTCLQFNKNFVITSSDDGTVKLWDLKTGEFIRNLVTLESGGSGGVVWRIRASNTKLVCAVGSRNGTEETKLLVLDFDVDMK
MITF primary = MITF inhibitors, primary screen, biochemical, AlphaScreen, human; AlphaScreen MITF homodimerization, bead proximity signal; inhibition, % at 2.6 µM; 0.91% of 650,000 active; in the data active = inhibition above about 50%;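 also: 0% = vehicle wells with protein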
TEAD-YAP block = TEAD-YAP interaction inhibition, primary screen, TEAD-YAP interaction inhibitor project, luminescence, HEK-TIYL cells | 1.4% of 640,000 active | TEAD-Gal4/YAP UAS-luciferase luminescence | inhibition, % at 9.12 µM; in the data active = inhibition above about 32%;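 also: 0% = median of test compound wells and 100% = reference inhibitor wells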
GPR151 activ = activators of human GPR151, primary screen, cell-based, PathHunter beta-arrestin, luminescence; G-protein coupled receptor 151 (Homo sapiens), Q8TDV0; PathHunter beta-arrestin GPR151 cells; activation, % at 11.2 µM; 1% of 650,000 active; AID 1508602, 2020; in the data active = activation above about 4.9%;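 also: 0% = median of compound wells and 100% = cells with positive control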
An asterisk follows results filed as active; & = joins results of further samples.

SMILES | FBW7 activator | MITF primary | TEAD-YAP block | GPR151 activ
Cc1ccc(Nc2nnc(SCC(=O)NNC(=O)c3n[nH]c4ccccc34)s2)cc1 | 0.2 | 11 | 0 | -1.1
O=C(Cc1cn2ccsc2n1)N/N=C1\CCCCC1C1CCCCC1 (stereo unspecified) | -0.2 | 3 | -11 | 0.7
Cc1ccccc1-c1nc2cc(NC(=O)c3cccc(OCCC(C)C)c3)ccc2o1 | 0.0 | -13 | 0 | -0.2
Cc1ccc(S(=O)(=O)N(CCc2ccccc2)CC(=O)Nc2ccc3c(c2)OCO3)cc1 | 0.7 | 13 | -8 | 0.9
C=CCOc1ccc(/C=C2\NC(=S)N(CCC)C2=O)cc1OC | 0.1 | -5 | 3 | -0.1
CCC(CC)COC(=O)C1=C(C)NC(=O)CC1c1cccc([N+](=O)[O-])c1 (stereo unspecified) | -0.2 | 14 | -4 | 0.5
CCOC(=O)Cn1nnnc1CN(Cc1cccnc1)Cc1cc2cc(C)ccc2[nH]c1=O | -0.1 | -6 | 7 | 0.9
COc1ccc(OC)c2c1sc(=NC(=O)c1cccc([N+](=O)[O-])c1)n2C | -0.2 | -18 | 3 | -0.1
Cc1ccc(N(CC(=O)O)S(=O)(=O)c2ccccc2)cc1 | -0.1 | -2 | -10 | 0.9
COC(=O)c1cc(NC(=O)CSC2=NCCS2)cc(C(=O)OC)c1 | 0.0 | -3 | 7 | 0.2
COc1ccc(NC(=O)CC(Cc2ccccc2)C(=O)O)cc1 (stereo unspecified) | -0.2 | -6 | -1 | -0.1
CNC(=O)N(C1=NCC(C)S1)c1ccc(F)cc1F (stereo unspecified) | -0.1 | 1 | -6 | 1.7
O=C(/C=C/c1ccccc1Cl)Nc1cccc(C(F)(F)F)c1 | 0.0 | -15 | -28 | 1.5
COc1ccccc1C(=O)NCCn1cc(SCC(=O)Nc2cc(C)ccc2C)c2ccccc21 | -0.1 | 9 | 11 | 0.4
CCC(=O)NC(c1ccc2c(c1)OCO2)c1cc(Cl)c2cccnc2c1O (stereo unspecified) | -0.4 | 14 | 5 | -0.6
COc1ccc(NC(=O)[C@H](CCSC)N2Cc3ccccc3C2=O)cc1Cl | 0.0 | -10 | 3 | 0.7
CCOC(=O)C1CCCN(c2c(N3CCC(C(N)=O)CC3)c(=O)c2=O)C1 (stereo unspecified) | 0.0 | 9 | -3 | -0.4
COC(=O)c1ccc(COC(=O)CCc2nc3ccccc3s2)cc1 | 0.3 | 8 | -18 | -0.7
Cc1ccc(C(=O)Nc2c3c(nn2-c2ccc([N+](=O)[O-])cc2)CS(=O)(=O)C3)cc1C | -0.1 | 0 | -5 | 2.8
CCOc1ccc(NC(=O)C(C)Oc2ccc(OC)cc2)cc1 (stereo unspecified) | 0.7 | 14 | 6 | 0.8
COc1ccc(-c2cc(C(F)(F)F)n3nc(C(=O)Nc4ccc(C)c(C)c4)c(Cl)c3n2)cc1OC | 0.5 | 13 | 11 | -0.4
NC(=O)c1ccc[n+](Cc2cccc3ccccc23)c1 | 0.1 | 2 | 1 | -0.4
Cc1ccc(NC(=O)CN2CCN(c3ccccc3)CC2)cc1Br | 0.0 | 2 | -3 | 0.0
Nc1ncc(Br)cc1S(=O)(=O)NCCC(=O)NCc1cccnc1 | -0.3 | 4 | -7 | 0.3
Cc1cccc2c1-c1sc(C(=O)NCCN3CCN(C)CC3)cc1CO2 | 0.2 | -2 | -10 | 2.6

Additional compounds.
SMILES | FBW7 activator | MITF primary | TEAD-YAP block | GPR151 activ
CCOc1cc(/C=C(/C#N)c2nc(-c3cc4c(ccc5ccccc54)oc3=O)cs2)ccc1O | -0.1 | 2 | -9 | 0.9
C/C(=N\Nc1nc2c(c(=O)[nH]c(=O)n2C)n1Cc1ccccc1)c1ccc([N+](=O)[O-])cc1 | -0.3 | 0 | -5 | 0.8
CCc1cc(C)cc(OCCOc2ccc(-c3nc4sc5c(c4c(=O)[nH]3)CCCC5)cc2)c1 | 0.2 | 3 | 0 | -0.1
CCOC(=O)C1=C(CSc2nc(N)c(C#N)c(-c3ccc(F)cc3)c2C#N)OC(N)=C(C#N)C1c1cccs1 (stereo unspecified) | -0.1 | 1 | 0 | 0.1
Cc1ccccc1NC(=O)CCc1c[nH]c2ccccc12 | 0.4 | 16 | -4 | -0.4
COc1cccc(NC(=O)CSc2nc3cc4c(cc3c(=O)n2CCCCCC(=O)NCc2ccc3c(c2)OCO3)OCO4)c1 | 0.1 | 11 | 7 | -0.1
Cc1ccc2c(c1)CN(Cc1ncc(C)[nH]1)CC(C)O2 (stereo unspecified) | 0.0 | 8 | 3 | -0.6
COc1ccc(CNS(=O)(=O)c2ccc(F)c(C(=O)Nc3cccc(C)c3C)c2)cc1 | -0.1 | 1 | -11 | 1.1
COc1cc(/C=C/c2cc(C(F)(F)F)[nH]c(=O)n2)ccc1OCc1ccc(Cl)cc1Cl | -0.1 | 8 | -2 | 1.1
CCOc1cc(C(=O)Nc2ccc(S(=O)(=O)Nc3nnc(CC)s3)cc2)cc(OCC)c1OCC | 0.1 | 0 | -1 | 0.8
COc1ccc(OCC(=O)Nc2cc(-c3nc4cc(C(C)C)ccc4o3)ccc2Cl)cc1 | -0.1 | -7 | 70* | 0.0
COC(=O)c1ccc(C2Nc3ccc([N+](=O)[O-])cc3C3C=CCC32)cc1 (stereo unspecified) | 0.1&-0.1 | 16&-1 | -11&0 | 0.2&0.5
COc1cc([N+](=O)[O-])cc(CN2CCN(c3ccccc3)CC2)c1O | 0.1 | 15 | 2 | -0.6
COc1ccc(-c2noc(CN(C)C(=O)Nc3ccc(C)cc3)n2)cc1 | 0.0 | -2 | 8 | -0.7
CCN1CCN(c2cc(=O)n(-c3ccc(Cl)cc3)c(=O)[nH]2)CC1 | 0.0 | 12 | -1 | -0.1
O=C1/C(=C/c2ccc3c(c2)OCO3)SC(=S)N1Cc1cccnc1 | -0.1 | -1 | -3 | -0.7
CCCOc1ccc(-c2cc(C(=O)O)c3ccccc3n2)cc1 | 0.0 | 22 | 17 | -0.6
CC(=O)c1ccccc1N1C(=O)c2cccc([N+](=O)[O-])c2C1=O | 0.1 | -11 | -3 | 1.7
Cc1cc(Cl)ccc1C(=O)C1CCCN(C(=O)c2ccncc2)C1 (stereo unspecified) | 0.2 | 5 | -8 | 0.8
Cc1cccnc1-c1cccc2c1OC(CNC(=O)C1CC(=O)c3ccccc31)C2 (stereo unspecified) | -0.2 | -6 | -12 | 1.4
Nc1sc2c(c1C(=O)NC1CCS(=O)(=O)C1)CCC2 (stereo unspecified) | -0.3 | -9 | -6 | -0.8
CCOC(=O)CSc1nc2ccc(N3C(=O)c4ccccc4C3=O)cc2s1 | 0.6 | 12 | 11 | -1.2
CC1=C(C(=O)Nc2nc3ccc(Br)cc3s2)C(c2ccccc2)C2=C(CC(C)(C)CC2=O)N1 (stereo unspecified) | 0.9 | -23 | 12 | 0.1
CCOc1ccc(/C=C/C(=O)c2ccco2)cc1 | 0.1 | 43 | -44 | -2.7
Clc1ccccc1CN1CCN(/N=C/C=C\c2ccco2)CC1 | -0.2 | 7 | -27 | 0.5

(further entries)
SMILES | FBW7 activator | MITF primary | TEAD-YAP block | GPR151 activ
CC1=CC2=NC(=O)/C(=C\c3cc(C)n(-c4cc(C)ccc4C)c3C)C(=N)N2O1 | 0.7 | 8 | 61* | -0.4
CC(=O)c1cccc(NC(=O)c2onc(C)c2Cl)c1 | 0.0 | 4 | 3 | 0.2
O=C(CSc1cccc[n+]1[O-])Nc1ccc(Br)cc1F | 0.1 | 8 | 6 | -1.9
CC(C)C[C@@H]1NC(=O)[C@H]2CN(C(=O)c3ccc(Cl)cc3)CCN2C1=O | -0.1 | 6 | -2 | 2.8
Cc1cc(C)nc(SCC(=O)Nc2ccc(S(=O)(=O)Nc3nccs3)cc2)n1 | 0.0 | -7 | -1 | -0.3
Cc1cc(Cl)ccc1-n1c(-c2ccncc2)n[nH]c1=S | 0.1 | -6 | 0 | 0.5
CC(Cc1ccc(O)cc1)N1CCOc2ccc(CN3CCC(O)CC3)cc2C1 (stereo unspecified) | 0.6 | 0 | -7 | 0.2
COc1cc(C)c(NC(=O)Cn2cc(C=O)c3ccccc32)cc1C | 0.0 | 14 | 16 | -0.1
Cn1c2c(c(=O)[nH]c1=O)C(c1ccc([N+](=O)[O-])o1)C1=C(N2)c2ccccc2C1=O (stereo unspecified) | 0.0 | -6 | -4 | -0.5
Cc1ccc(NC(=O)c2cc([N+](=O)[O-])ccc2O)cc1 | 0.1 | 26 | 76* | -9.7
CC(C)n1c(N2CCOCC2)nc2c1c(=O)n(C)c(=O)n2C | 0.1 | -14 | 3 | 0.8
COc1ccc(O)c(C(=O)c2cnn(S(=O)(=O)N3CCC(C)CC3)c2)c1 | 0.0 | 4 | 21 | -0.5
Cc1cc(C(=O)CSc2nnc(-c3cccs3)o2)c(C)n1C | -0.1 | -5 | -11 | 0.4
COc1ccc2c(c1)Cc1sc(Nc3ccccc3F)nc1-2 | -0.4 | -23 | -40 | -0.7
COc1ccc(O)c(C2=Nc3ccccc3N=C(C(F)(F)F)C2)c1 | 0.1 | 11 | -47 | -1.8
COc1ccc(NC(=O)C(=O)NCC2CCCN2S(=O)(=O)c2cccs2)cc1 (stereo unspecified) | 0.1 | 1 | 45* | 1.4
Cc1ccc(C(=O)Nc2ccccc2N2CCCC2)cc1 | 0.0 | 4 | 16 | 1.5
O=c1c2c3n(c(=O)nc2[nH]n1-c1ccccc1)CCCCC3 | 0.5 | 15 | 7 | 0.5
Cc1cc2c(c(=O)n1Cc1cccs1)C(c1ccccc1Cl)C(C#N)=C(N)O2 (stereo unspecified) | 0.1 | 11 | 0 | 0.0
Cc1ccc(N(CC(C)C)S(=O)(=O)c2nnc(NC(=O)C(C)C)s2)cc1 | 0.0 | 1 | -3 | 4.2
COc1ccc(CCNC(=O)c2cnc(NC3CCC(O)CC3)s2)cc1 (stereo unspecified) | 0.2 | 14 | -1 | 1.2
COc1ccc(C(=O)Nc2cc(-c3nc4cc(C)ccc4o3)ccc2C)cc1[N+](=O)[O-] | -0.1 | -2 | 5 | -0.9
CCCC(C)C(=O)Nc1ccc(OCC)cc1 (stereo unspecified) | -0.1 | 3 | -9 | -1.1
O=C1C(Cl)=C(NCc2ccccc2)C(=O)N1c1ccc(Cl)c(Cl)c1 | 0.3 | 19 | 19 | 1.0
N#Cc1ccccc1S(=O)(=O)Nc1ccccc1C(=O)O | 1.1 | 15 | 0 | -1.2

Single values from above:
`COc1ccc2c(c1)Cc1sc(Nc3ccccc3F)nc1-2` in TEAD-YAP block has -40
`O=c1c2c3n(c(=O)nc2[nH]n1-c1ccccc1)CCCCC3` in TEAD-YAP block has 7

More records follow.
SMILES | FBW7 activator | MITF primary | TEAD-YAP block | GPR151 activ
CCN(CC)C(=O)Oc1c(Br)cc(Cl)c2cccnc12 | 0.0 | -2 | -10 | 1.5
COC(=O)c1ccc(C2C=C(c3ccccc3)Nc3ncnn32)cc1 (stereo unspecified) | 0.0 | -1 | 2 | -0.3
CCOC(=O)C1=C(C)NC2=C(C(=O)CC(c3cccs3)C2)C1c1cc(OC)c(OC)cc1OC (stereo unspecified) | -0.1 | 4 | 8 | -0.6
Cn1c(SCC(=O)O)nc2c1c(=O)[nH]c(=O)n2C | 0.8 | 7 | 9 | -0.6
COc1ccc(OC)c(C2CC(=O)NC3=C2C(=O)CC(c2ccc(F)cc2)C3)c1 (stereo unspecified) | -0.4 | 6 | 4 | 1.3
CCOP(C)(=O)C(CC(=O)OC)C(=O)OC (stereo unspecified) | 0.2 | 13 | -1 | -1.1
COc1cc(C)c(C)cc1S(=O)(=O)N1CCCCC1c1cccnc1 (stereo unspecified) | -0.4 | -9 | 1 | 0.6
CCOC(=O)CSc1nc2cc3c(cc2c(=O)n1CCC(=O)NCCc1ccc(OC)c(OC)c1)OCO3 | -0.1 | -2 | -3 | -1.3
COCCCNc1nc2nonc2nc1N1CCN(C)C[C@@H]1C(C)C | 0.1 | -4 | -8 | -0.8
CCC(C(=O)N(c1ccc(F)cc1)C1C=CS(=O)(=O)C1)c1ccccc1 (stereo unspecified) | 0.0 | -8 | 2 | 0.0

Quoted at random: 3 entries already listed
SMILES | FBW7 activator | MITF primary | TEAD-YAP block | GPR151 activ
COc1cc(C)c(C)cc1S(=O)(=O)N1CCCCC1c1cccnc1 (stereo unspecified) | -0.4 | -9 | 1 | 0.6
CCOC(=O)CSc1nc2cc3c(cc2c(=O)n1CCC(=O)NCCc1ccc(OC)c(OC)c1)OCO3 | -0.1 | -2 | -3 | -1.3
Cn1c(SCC(=O)O)nc2c1c(=O)[nH]c(=O)n2C | 0.8 | 7 | 9 | -0.6

Compound profiles (already shown). Order of screens: FBW7 activator | MITF primary | TEAD-YAP block | GPR151 activ
CCOC(=O)C1=C(C)NC2=C(C(=O)CC(c3cccs3)C2)C1c1cc(OC)c(OC)cc1OC (stereo unspecified) is listed with -0.1 | 4 | 8 | -0.6
CCOC(=O)CSc1nc2cc3c(cc2c(=O)n1CCC(=O)NCCc1ccc(OC)c(OC)c1)OCO3 is listed with -0.1 | -2 | -3 | -1.3
CCOP(C)(=O)C(CC(=O)OC)C(=O)OC (stereo unspecified) is listed with 0.2 | 13 | -1 | -1.1
COc1cc(C)c(C)cc1S(=O)(=O)N1CCCCC1c1cccnc1 (stereo unspecified) is listed with -0.4 | -9 | 1 | 0.6
COC(=O)c1ccc(C2C=C(c3ccccc3)Nc3ncnn32)cc1 (stereo unspecified) is listed with 0.0 | -1 | 2 | -0.3
